Screening data (PubChem BioAssay)
p53ts 39C tox – cytotoxicity in p53ts cells at nonpermissive temperature; H1299-p53A138V viability at 39C, ATP luminescence, 24 h; Potency, µM (highest dose often 46.1 µM), inactives show at the top dose activity change, negative = cell killing, most hits filed as cytotoxic; actives 1.5% (n = 130,000); also: nearly all actives have a fitted effect of over 55% in size
p53ts 32C kill – cytotoxicity in p53ts cells at permissive temperature; actives 0.93% (n = 130,000); Potency, µM (doses to about 46.1 µM), without a hit: top-dose activity change, negative = cytotoxicity, actives largely listed as cytotoxic; H1299-p53A138V at 32C, ATP luminescence viability, 24 h; AID 924;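 also: 0% = DMSO and -100% = full killing by reference compound; nearly all actives have a fitted effect of over 55% in size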
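Viability by ATPlite luminescence after 24 h compound treatment (up to 46 uM) at the permissive 32C. Cells are H1299 carrying p53 A138V. Scale runs from DMSO basal to 100 uM tamoxifen as full kill; AC50 from Hill fits.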
Active calls of the source: *; ? = inconclusive; . = not tested or not shown. Calls follow the shape of the dose curve; as a rule, active = well fitted cell-killing curve with a large enough effect; inconclusive = small, poorly fitted or top-dose-only effect; inactive = no such curve, though single readings can be large or run the other way. Unless noted, % is scaled to controls: 0 for no effect and ±100 for the full control effect; potency is read from the fitted curve at half-maximal effect.

SMILES	p53ts 39C tox	p53ts 32C kill
CN(Cc1cccc(Cl)c1Cl)C(=O)c1ccc(NC(=O)CC#N)cc1	2%	.
C=CCc1cccc(/C=N/NC(=O)CCCNc2ccc(C)cc2)c1O	?	.
Cc1cccc2sc(N(CCCN(C)C)C(=O)c3cc4ccccc4oc3=O)nc12	19%	.
COC(=O)c1sc(-c2ccccc2)cc1NC(=O)c1ccc(F)cc1	10%	.
Cc1ccc(/C=N/NC(=O)CNC(=O)COc2ccccc2)o1	-5%	.
CSc1ccccc1NC(=O)CN(C)CC(=O)Nc1cc(C)ccc1C	13%	.
c1ccc(-c2cn3nc(-c4ccccc4)cnc3n2)cc1	-2%	.
COc1ncnc2c1sc1nc(-c3ccccc3)c3c(c12)CCCC3	4%	.
CCOc1ccc(C(=O)NC(=S)Nc2cccc(NC(=O)c3ccco3)c2)cc1[N+](=O)[O-]	16%	.
Cc1cc(-c2nn(-c3ccccc3)cc2/C=C2\SC(N)=NC2=O)ccc1OC(C)C	7%	.
COC(=O)c1ccc(COC(=O)c2ccccc2OC)cc1	-2%	.
CN(C)c1ccc(/C=C2\CCC/C(=C\c3ccccc3)C2=O)cc1	19%	.
Cc1nn(-c2ccccc2)c2c1C(c1ccc([N+](=O)[O-])cc1)N1C(=N2)C(=O)Nc2ccccc21 (stereo not given)	13%	.
Cc1c(NC(=O)C2CCCO2)cccc1[N+](=O)[O-] (stereo not given)	2%	.
O=C(C1=NN(c2ccccc2)C2C(=O)N(c3cccc(Cl)c3)C(=O)C12)c1ccccc1 (stereo not given)	-3%	.
CCCn1c(=O)n(C)c(=O)c2c(SCC(=O)NC34CC5CC(CC(C5)C3)C4)nc(CC(C)C)nc21	4%	.
COC(=O)CSC1=C(C#N)C(=O)NC2(CCCCC2)S1	13%	.
O=C(CNC(=O)c1ccccc1Cl)Nc1ccc(F)cc1	-2%	.
Cc1cc(C)cc(OCC(=O)NC2CCCc3ccccc32)c1 (stereo not given)	-2%	.
COc1ccc(N2CC(=O)N(c3ccccc3)C2=S)cc1	-3%	.
Cc1cccc(C=Nc2ccc3c4c(cccc24)CC3)c1O	6%	.
O=[N+]([O-])c1ccc(C(=S)N2CCC(Cc3ccccc3)CC2)cc1	-11%	.
c1ccc(C[n+]2c(-c3ccccc3)csc2Nc2ccccc2)cc1	-1%	.
O=C1/C(=C/c2cccs2)Sc2ccccc21	15%	.
CC(C)c1ccc(N(CC(=O)N/N=C/c2ccc(OC3CSC3)cc2)S(=O)(=O)c2ccccc2)cc1	8%	.

Continued.
SMILES	p53ts 39C tox	p53ts 32C kill
COc1cc([N+](=O)[O-])ccc1NC(=O)CCCOc1cc(C)ccc1C	7%	.
COc1cccc(C(=O)NCC(=O)N/N=C/c2cccs2)c1	-3%	.
CN(C(=O)COC(=O)CCc1c[nH]c2ccccc12)C(c1ccccc1)c1ccccc1	-20%	.
COc1ccc(CCNC(=O)COc2ccc(-c3ccccc3)cc2)cc1OC	23%	.
N#C/C(=C/c1ccccc1[N+](=O)[O-])C(=O)NCc1ccco1	-16%	.
Cc1nc(C)c(CCNC(=O)c2ccccc2Br)s1	9%	.
Cc1cc(O)ccc1N/C=C(\C#N)c1nc2ccccc2o1	-11%	.
Cc1cc(C)cc(NC(=O)/C=C/c2ccc([N+](=O)[O-])s2)c1	-14%	.
CC(NC(=O)Nc1ccc(F)cc1)C(c1cccs1)N1CCCC1 (stereo not given)	-6%	.
COc1ccc(-c2nnc(Nc3ccc(OC)c(C(=O)N4CCCCC4)c3)c3ccccc23)cc1	15%	.
O=C(NC1CCS(=O)(=O)C1)/C(=C\c1ccccc1)NC(=O)c1ccccc1 (stereo not given)	-28%	.
O=C(CCN1C(=O)c2ccccc2C1=O)NC(=S)Nc1ccccc1	2%	.
CCOc1c(Br)cc(CNCc2cccs2)cc1OC	0%	.
O=C(Cn1c(=O)oc2ccccc21)Nc1nc(-c2ccc(Br)cc2)cs1	20%	.
O=C(Nc1ccc(Br)cn1)c1cccc(-c2cc3ccccc3oc2=O)c1	-2%	.
CC(=O)Oc1ccc(-c2cccc(C(=O)OCC(=O)N(C)c3ccccc3)c2)cc1	-12%	.
Cc1ccc2cccc(Oc3ncnc4scc(-c5ccc(Cl)cc5)c34)c2n1	-11%	.
N/C(=N\NC(=O)c1cccs1)c1cc2ccccc2oc1=O	20%	.
CCCOc1ccc(/C(O)=C2/C(=O)C(=O)N(CCCn3ccnc3)C2c2cccs2)cc1 (stereo not given)	3%	.
O=C(Nc1ccc(Cl)c(Cl)c1)Nc1nnc(CC2=CCCCC2)s1	1%	.
O=C1NC(c2ccc(-c3ccccc3[N+](=O)[O-])o2)C(C(=O)c2ccc(Cl)cc2)C(O)(C(F)(F)F)N1 (stereo not given)	-4%	.
S=c1[nH]nc(-c2ccccc2)n1/N=C/c1c[nH]c2ccccc12	12%	.
CN1C(=O)/C(=C/c2ccccc2OCc2ccc(F)cc2)N(C)C1=S	17%	.
CCOc1ccc(C(=O)NC(=S)Nc2ccc(NC(=O)c3ccco3)cc2)cc1[N+](=O)[O-]	-3%	.
CCOc1ccc(S(=O)(=O)c2c(C(=O)c3ccc(C)cc3)cnc3cc4c(cc23)OCCO4)cc1	0%	.

(listing goes on)
SMILES	p53ts 39C tox	p53ts 32C kill
COc1cc(CNCc2ccccn2)ccc1OCc1ccc(Cl)cc1	0%	.
Cc1ccc(-c2nnc(-n3nc(C)cc3C)c3ccccc23)cc1	-7%	.
Clc1cccc(N/N=C(\Cc2nc3ccccc3[nH]2)c2ccccc2)c1	10%	.
Cc1ccccc1NC(=O)CSCCN1C(=O)c2ccccc2C1=O	-6%	.
CC1(C)C2CC=C(/C=N/NC(=O)c3ccccc3Br)C1C2 (stereo not given)	1%	.
COc1ccc(/C=N\NC(=O)COc2ccccc2)c(C(=O)O)c1OC	4%	.
Cc1ncc([N+](=O)[O-])n1CCOC(=O)Nc1ccc([N+](=O)[O-])cc1	-12%	.
COc1ccc(/C=N/NC(=O)c2ccc3c(c2)OCCO3)cc1[N+](=O)[O-]	-4%	.
CCCCOc1cccc(-c2nnc(NC(=O)CSc3ccc(C)cc3)s2)c1	14%	.
CSc1ccc(CN(C)CC(=O)Nc2ccccc2Br)cc1	12%	.
Cc1ccc2nc(-c3ccc(NC(=O)COC(=O)c4cncc(Br)c4)cc3)sc2c1	-27%	.
Cc1ccc(S(=O)(=O)Cc2ccccc2Cl)cc1	-7%	.
CCN(C(=O)CN(C)Cc1c(F)cccc1Cl)c1c(N)n(Cc2ccccc2)c(=O)[nH]c1=O	-5%	.
Cc1cc(C)c(-c2csc(NC(=O)/C=C/c3cccs3)n2)c(C)c1	5%	.
CCOC(=O)c1c(C)n(C)c2ccc(OC(=O)c3ccc([N+](=O)[O-])cc3)cc12	?	.
CCC(=O)NC(=S)Nc1ccc(NC(=O)c2ccc([N+](=O)[O-])cc2Cl)cc1	12%	.
COC(=O)C1=C(NC(=O)C2CCCCC2)CCS1	-15%	.
CCCC(=O)Nc1sc(C)c(-c2ccc(OC)cc2)c1C#N	-9%	.
Cc1ccc(S(=O)(=O)Nc2nc3ccccc3nc2NCc2ccc3c(c2)OCO3)cc1C	-5%	.
O=[N+]([O-])c1cc(-c2nnc(-c3ccccc3)o2)ccc1Oc1ccc(Cl)cc1	0%	.
CSc1ncc(C(=O)Nc2ccc(C(C)=O)cc2)c(-c2ccccc2)n1	.	-11%
O=C(Cn1ncc2c([nH]c3ccccc32)c1=O)NCC1CCN(Cc2ccc(F)cc2)CC1	.	12%
O=C(NCc1ccccc1F)c1ccc(CN2CC(=O)N3CCCCC3C2=O)cc1 (stereo not given)	.	0%
COc1ccc(NC(=O)Cn2cnc3c(nc4n3CCCCC4)c2=O)c(OC)c1	.	-3%
CCCn1c2ccccc2c2cnn(CC(=O)N(C)c3ccccc3CC)c(=O)c21	.	11%

The results go on:
SMILES	p53ts 39C tox	p53ts 32C kill
COC(=O)c1ccc(NC(=O)c2nc(-c3ccc(Cl)cc3)n3c2CCCCC3)cc1	.	-5%
CCc1ccc(S(=O)(=O)c2cn(C)c3cc(N4CCOCC4)c(F)cc3c2=O)cc1	.	-3%
COc1cc(OC)c(NC(=O)Cn2c(SCc3ccccc3F)nc3cccnc32)cc1Cl	.	4%
O=C(COCc1cc(-c2ccc3c(c2)OCO3)on1)NCc1ccc(F)cc1	.	-4%
CCCn1cc(S(=O)(=O)c2ccc(C)cc2)c(=O)c2cc(F)c(N3CCCC3)cc21	.	-17%
CCCSCCCNC(=O)C1CCCN(c2nn3cc(-c4ccc(OC)cc4)nc3s2)C1 (stereo not given)	.	-6%
Cc1ccc(Cl)cc1N1CCN(S(=O)(=O)c2cc3[nH]c(=O)c(=O)[nH]c3cc2C)CC1	.	11%
CSc1ncc(C(=O)NCc2cccc(F)c2)c(-c2ccccc2)n1	.	-1%
CCC1CN(C(=O)Nc2ccc(Br)cc2F)c2ccccc2S1 (stereo not given)	.	0%
CC1=C(C(=O)Nc2ccc(C)cc2Cl)C2(CCCCCC2)OC1=O	.	-19%
COCCCNC(=O)C1CCN(c2nn3cc(-c4ccc(F)cc4)nc3s2)CC1	.	-11%
CCCn1c2ccccc2c2cnn(CC(=O)Nc3cc(OC)c(OC)c(OC)c3)c(=O)c21	.	-3%
CSc1ncc(C(=O)Nc2cccc(Cl)c2C)c(-c2ccccc2)n1	.	-19%
CCN(CC)CCN(C(=O)c1ccco1)c1nc2c(C)cccc2s1	.	-20%
O=C(NCCc1ccccc1)c1ccc(Cn2c(SCc3ccccc3F)nc3cccnc32)cc1	.	-24%
Cc1cc2[nH]c(=O)c(=O)[nH]c2cc1S(=O)(=O)N1CCN(c2cccc(Cl)c2)CC1	.	2%
Cc1ccc(NC(=O)c2ccc(CN3CC(=O)N4CCCCC4C3=O)cc2)cc1 (stereo not given)	.	-8%
COc1ccc(N2CCN(C(=O)COCc3cc(-c4ccc5c(c4)OCO5)on3)CC2)cc1	.	1%
CCN1CCN(CCCNC(=O)Cn2c(-c3cccs3)cc3ccccc32)CC1	.	-11%
Cc1ccc(NC(=O)CN2C(=O)COc3ccc(S(=O)(=O)NC4CCCC4)cc32)cc1Cl	.	8%
CCN1CCc2c(sc(-n3cccc3)c2C(C)NC(=O)Nc2cc(Cl)c(OC)cc2OC)C1 (stereo not given)	.	9%
CCCS(=O)(=O)N1CC(=O)N(c2cc(C)cc(C)c2)C(C)(C(=O)NC2CCCCCC2)C1 (stereo not given)	.	6%
Cc1c(Cl)cccc1NC(=O)C(CCS(C)(=O)=O)N1Cc2ccccc2C1=O (stereo not given)	.	-13%
Cc1ccc(C)c(S(=O)(=O)c2cn(C)c3cc(N4CCCCC4C)c(F)cc3c2=O)c1 (stereo not given)	.	2%
Cc1cccc(N2CCN(C(=O)C3CCN(c4ncnc5c4nc4n5CCCCC4)CC3)CC2C)c1 (stereo not given)	.	?

(next part)
SMILES	p53ts 39C tox	p53ts 32C kill
CN(C(=O)Nc1cn(C)c(=O)c2ccccc12)c1ccccc1	.	-4%
COC(=O)c1ccccc1NC(=O)C1=C(C)C(=O)OC12CCCCCC2	.	-3%
COc1ccc(S(=O)(=O)c2cn(C)c3cc(N4CCCCCC4)c(F)cc3c2=O)cc1	.	-4%
O=c1c(S(=O)(=O)c2ccccc2)cn(Cc2ccc(F)cc2)c2cc(N3CCCC3)c(F)cc12	.	-2%
COc1ccc(-c2nc(Cn3c(SCc4cccc(F)c4)nc4cccnc43)c(C)o2)cc1	.	21%
CCOc1ccc(OCC)c(NC(=O)c2cnc(SC)nc2-c2ccccc2)c1	.	-14%
Cc1cc(NC(=O)N2CCC(CN3CCCCCC3)CC2)ccc1Br	.	-2%
CC(=O)c1ccc(NC(=O)COCc2cc(-c3ccco3)on2)cc1	.	-8%
COc1cccc(NC(=O)N2CCC(CN3CCOCC3)CC2)c1	.	-8%
COc1ccc(OC)c(CNc2ncnc3c2nc2n3CCCC2)c1	.	-28%
CCOC(=O)N1CCC2(CC1)OC(=O)C(C)=C2C(=O)NCc1ccc(C)cc1	.	1%
O=C(Nc1ccc(Br)cc1)N1CCC(CN2CCCC2)CC1	.	-4%
COc1ccc(NS(=O)(=O)c2cc3[nH]c(=O)c(=O)[nH]c3cc2C)cc1Cl	.	3%
O=C(NCc1ccccc1F)c1ccc(CSc2nc3cccnc3n2Cc2ccccc2)cc1	.	-5%
Cc1ccc(-n2c(=O)c3c(c4cc(C)ccc4n3C)n(CC(=O)NCc3ccccc3)c2=O)cc1	.	-1%
COc1ccccc1N1CCN(C(=O)Cn2ncc3c([nH]c4ccccc43)c2=O)CC1	.	15%
O=C(NCc1cccs1)c1ccc(CSc2nc3cccnc3n2Cc2ccccc2F)cc1	.	-3%

7 entries out of the list, ordered by molar mass, highest first.
SMILES	p53ts 39C tox	p53ts 32C kill
O=C(NCc1ccccc1F)c1ccc(CSc2nc3cccnc3n2Cc2ccccc2)cc1	.	-5%
COc1ccc(-c2nc(Cn3c(SCc4cccc(F)c4)nc4cccnc43)c(C)o2)cc1	.	21%
COc1ccccc1N1CCN(C(=O)Cn2ncc3c([nH]c4ccccc43)c2=O)CC1	.	15%
CCOc1ccc(OCC)c(NC(=O)c2cnc(SC)nc2-c2ccccc2)c1	.	-14%
COc1ccc(NS(=O)(=O)c2cc3[nH]c(=O)c(=O)[nH]c3cc2C)cc1Cl	.	3%
COc1ccc(OC)c(CNc2ncnc3c2nc2n3CCCC2)c1	.	-28%
CN(C(=O)Nc1cn(C)c(=O)c2ccccc12)c1ccccc1	.	-4%

Some of the compounds tested; count on the stated rates, not on these rows.
